Screening data (PubChem)
TAAR1 agonist = human TAAR1 agonism; CHO RD-HGA16 TAAR1, Fluo-8 calcium fluorescence; vehicle wells 0%, saturating PEA agonist 100%; Q96RJ0; activation, % at 3 µM; hit rate 0.99% among 360,000;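 active = activation above the mean activation of all test compounds in the run plus 3 SD, cut at about 38% in these data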
Target sequence (Q96RJ0 whole entry, looked up): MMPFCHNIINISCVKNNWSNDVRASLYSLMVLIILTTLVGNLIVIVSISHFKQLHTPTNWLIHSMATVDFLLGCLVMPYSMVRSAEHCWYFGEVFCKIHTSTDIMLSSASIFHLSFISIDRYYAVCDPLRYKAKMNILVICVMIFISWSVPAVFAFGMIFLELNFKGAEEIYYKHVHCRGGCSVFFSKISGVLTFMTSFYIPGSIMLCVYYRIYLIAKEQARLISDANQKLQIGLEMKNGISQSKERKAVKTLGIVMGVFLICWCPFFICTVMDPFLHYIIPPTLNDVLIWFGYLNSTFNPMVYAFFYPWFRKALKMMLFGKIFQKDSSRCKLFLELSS
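Test system: RD-HGA16 (CHO) cells co-expressing Gα16 and hTAAR1; dosing: one-point dosing at 3 µM (nominal); timing: 17-24 h seeding, 75 min 37 °C dye, 30 min RT; signal: kinetic Fluo-8 calcium fluorescence; read-out basis: % activation relative to PEA EC100 response; controls: DMSO and PEA EC100; replicates: n 1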
TAAR1 antag = antagonists of human TAAR1. CHO RD-HGA16 TAAR1, Fluo-8 calcium fluorescence, antagonist. inhibition, % at 3 µM. hit rate 1.5% among 360,000;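 active = inhibition above a per-plate cutoff, the mean inhibition of test compounds on that plate plus 3 SD, cut at about 49% in these data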;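 note: 0% = DMSO plus EC80 beta-PEA response and 100% = DMSO alone without agonist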
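test system = CHO RD-HGA16 cells bearing hTAAR1 | replication = singlicate | controls = DMSO-only wells and EC80 β-PEA-stimulated wells | reagent = EC80 β-phenethylamine stimulus | read-out basis = percent inhibition of PEA-evoked calcium signal, max/basal emission ratio | schedule = seeding 17-24 h prior, 75-min 37 °C, 30-min RT dye loading | signal = kinetic Fluo-8 calcium fluorescence measurement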
Numbers without * were called inactive. Not all compounds are listed; rates above refer to the full screens.

Cc1cccc2nc(-c3ccccc3)c(-c3ccc(CN4CCC(c5nc6ccccc6[nH]5)CC4)cc3)nc12 was read as TAAR1 agonist 10 and TAAR1 antag 15.
S=C1NCN(CC2CC2)CN1 was read as TAAR1 agonist 2 and TAAR1 antag -10.
Cc1ccc(CN2CC=CS2(=O)=O)cc1 was read as TAAR1 agonist 1 and TAAR1 antag 4.
For COC(=O)C1=C(C)N(C)C(=NCC2CC2)NC1c1ccc(F)cc1 (stereo not drawn) the results were TAAR1 agonist 0 and TAAR1 antag -1.
`COC(=O)CCN1CCSCCS1(=O)=O` gave TAAR1 agonist 1 and TAAR1 antag -12.
Screening COCCNC(=S)N(C)[C@H]1C[C@H]2c3[nH]c4c(-c5ccccc5)cccc4c3CCN2C(=O)[C@H]1[C@H](C)O returned TAAR1 agonist 3 and TAAR1 antag -2.
O=S(=O)(c1ccccc1)N1CCCc2nc(-c3ccccc3)ccc21 was read as TAAR1 agonist 2 and TAAR1 antag 13.
For COC(=O)[C@]12C[C@H](CC(=O)NCc3ccc(OC)c(OC)c3)C(=O)N(CCC3=CCCCC3)C1=C[C@H](C(C)(C)C)O[C@@H]2C the results were TAAR1 agonist 0 and TAAR1 antag -19.
N#Cc1ccc2nc(-c3ccc(CN4CCC(c5nc6ccccc6[nH]5)CC4)cc3)c(-c3ccccc3)nc2c1 was read as TAAR1 agonist 15 and TAAR1 antag 66*.
For COc1cc(C(=O)O)ccc1OCc1ccccc1 the results were TAAR1 agonist 1 and TAAR1 antag -16.
O=C(N[C@H](C(=O)N1CCC[C@H]1C(=O)NCCc1ccccc1Cl)c1ccccc1)C1CCCC1 was read as TAAR1 agonist 24 and TAAR1 antag 12.
For CCCCN(CCCC)CCCNC(=O)Cn1cc(C)c(=O)[nH]c1=O the results were TAAR1 agonist 0 and TAAR1 antag -10.
Screening C[C@@H]1CN([C@H](C)CO)C(=O)c2cc(NC(=O)Nc3ccc(F)cc3)ccc2O[C@@H](C)CCCCO[C@@H]1CN(C)C(=O)CCCN(C)C returned TAAR1 agonist 4 and TAAR1 antag -14.
`CC(=O)C1=C(C)N(Cc2ccc(F)cc2)C(=S)NC1c1ccccc1` (stereo not drawn) gave TAAR1 agonist -1 and TAAR1 antag 37.
For COc1ccccc1Oc1c(C)oc2c(CN3CCN(C)CC3)c(O)ccc2c1=O the results were TAAR1 agonist 3 and TAAR1 antag 9.
For CCCC(=O)OC[C@H]1CN(C2CCCC2)S(=O)(=O)c2c(Oc3ccc(F)cc3)cccc2O1 the results were TAAR1 agonist 1 and TAAR1 antag -18.
`CCC(C(=O)O)n1nnc(-c2ccc(OCc3ccccc3)c(OC)c2)n1` (stereo not drawn) gave TAAR1 agonist 6 and TAAR1 antag -16.
`Cc1ccc(/C=C2\SC(=S)N(CC(=O)Nc3ncc(Cc4ccccc4Cl)s3)C2=O)cc1` gave TAAR1 agonist 2 and TAAR1 antag 5.
Screening COC(=O)C1=C(C)N(Cc2ccccc2C(F)(F)F)C(=NCc2cccc(C(F)(F)F)c2)NC1c1ccc(C(F)(F)F)cc1 (stereo not drawn) returned TAAR1 agonist 5 and TAAR1 antag -35.
C#CCN1CC(COc2ccccc2)Oc2cccc(Oc3ccc(SC)c(C)c3)c2S1(=O)=O (stereo not drawn) was read as TAAR1 agonist 6 and TAAR1 antag -20.

Fetched one by one from above, 6 records:
O=S(=O)(c1ccccc1)N1CCCc2nc(-c3ccccc3)ccc21 was read as TAAR1 agonist 2 and TAAR1 antag 13.
S=C1NCN(CC2CC2)CN1 was read as TAAR1 agonist 2 and TAAR1 antag -10.
`CC(=O)C1=C(C)N(Cc2ccc(F)cc2)C(=S)NC1c1ccccc1` (stereo not drawn) gave TAAR1 agonist -1 and TAAR1 antag 37.
O=C(N[C@H](C(=O)N1CCC[C@H]1C(=O)NCCc1ccccc1Cl)c1ccccc1)C1CCCC1 was read as TAAR1 agonist 24 and TAAR1 antag 12.
For COc1cc(C(=O)O)ccc1OCc1ccccc1 the results were TAAR1 agonist 1 and TAAR1 antag -16.
C#CCN1CC(COc2ccccc2)Oc2cccc(Oc3ccc(SC)c(C)c3)c2S1(=O)=O (stereo not drawn) was read as TAAR1 agonist 6 and TAAR1 antag -20.

The list goes on.
For Cc1[nH]c2ccccc2c1CC(=O)Nc1ccc(Nc2cccnc2)c(-c2ccc(Oc3ccccc3)cc2)c1 the results were TAAR1 agonist 0 and TAAR1 antag 9.
C[C@@H]1CN(c2ccc(N3CCN(C(=O)OC(C)(C)C)C[C@H]3C)cc2C#N)CCN1Cc1ccccc1 was read as TAAR1 agonist -2 and TAAR1 antag -5.
For C=CCN=C1NC(c2cccc(F)c2)C(C(=O)OC)=C(C)N1C (stereo not drawn) the results were TAAR1 agonist 0 and TAAR1 antag 1.
For Clc1ccc(Cn2ncc3c(NCc4ccccc4)ncnc32)c(Cl)c1 the results were TAAR1 agonist 3 and TAAR1 antag -8.
Screening NC(=O)c1c(N)[nH]c(C(=O)c2ccccc2)c1-c1ccc2ccccc2c1 returned TAAR1 agonist 10 and TAAR1 antag -18.
`CCN(CCOC(=O)Nc1ccc(Cl)cc1)C(=O)Nc1ccc(Cl)cc1` gave TAAR1 agonist 5 and TAAR1 antag 10.
COCc1cc(N2CCNC[C@H]2C)ccc1N1CCN(Cc2ccccc2)[C@@H](C)C1 was read as TAAR1 agonist 3 and TAAR1 antag -7.
For Cc1ccc(CN2CC=CCS2(=O)=O)cc1 the results were TAAR1 agonist 0 and TAAR1 antag -9.
For N#CCS(=O)(=O)c1cccc[n+]1[O-] the results were TAAR1 agonist 3 and TAAR1 antag -11.
Screening Nc1[nH]c(C(=O)c2ccc(Br)cc2)c(-c2ccccc2)c1C(=O)NCCc1c[nH]c2ccccc12 returned TAAR1 agonist 0 and TAAR1 antag -38.
For COC(=O)[C@]12C[C@H](CC(=O)NCCc3ccccc3OC)C(=O)N(CCC3=CCCCC3)C1=C[C@H](COCc1ccccc1)O[C@@H]2C the results were TAAR1 agonist 19 and TAAR1 antag -12.
Screening COC(=O)C1=C(C)N(C)C(=NCc2ccccc2C(F)(F)F)NC1c1ccc(Cl)cc1 (stereo not drawn) returned TAAR1 agonist 15 and TAAR1 antag 15.
`O=C1NC(Cc2ccccc2)c2nc3ccc(Cl)cc3c(=O)n2-c2ccccc21` (stereo not drawn) gave TAAR1 agonist 0 and TAAR1 antag -17.
For CCOC(=O)N1CCN(c2nc(N(c3ccccc3)c3ccccc3)nc(-n3ccnc3)n2)CC1 the results were TAAR1 agonist 4 and TAAR1 antag -24.
Screening COC(=O)c1ccc2nc(-c3ccc(C)cc3)c(Cc3ccccc3)n2c1 returned TAAR1 agonist 1 and TAAR1 antag -8.
Screening O=C(c1ccco1)[C@@H]1[C@@H]2C(=O)N(c3ccc(F)cc3)C(=O)[C@@H]2C2c3ccccc3C=CN21 (stereo partly drawn) returned TAAR1 agonist 13 and TAAR1 antag -1.
`CC(C)C[C@H](NC(=O)C1CC1)C(=O)N1CCC[C@H]1C(=O)NCc1ccccc1` gave TAAR1 agonist -1 and TAAR1 antag 2.
Screening O=C(NC(CC1=CCCCC1)c1ccc2ccccc2c1)C(F)(F)F (stereo not drawn) returned TAAR1 agonist 2 and TAAR1 antag 21.
For NC(=O)CCC(NS(=O)(=O)c1ccc(Cl)cc1)C(=O)NCc1ccccc1 (stereo not drawn) the results were TAAR1 agonist 0 and TAAR1 antag 0.
For C[C@@H]1C=CCCO[C@]12C(=O)N(Cc1ccccc1C(F)(F)F)c1ccccc12 the results were TAAR1 agonist 0 and TAAR1 antag -12.
Screening COc1ccc(CC(=O)NCC2CCN(C(=O)C(=O)c3cc4ccccc4o3)CC2)cc1 returned TAAR1 agonist 0 and TAAR1 antag -3.
For COc1ccc(C2CC(=O)C(c3cccc(OC)c3)=CN2Cc2ccccc2)cc1 (stereo not drawn) the results were TAAR1 agonist -1 and TAAR1 antag 8.
O=C(c1ccccc1)N1CCC2CCN(CCc3ccccc3)CC21 (stereo not drawn) was read as TAAR1 agonist 0 and TAAR1 antag -26.

Molecules above with a furan ring, fused or not (two):
Screening O=C(c1ccco1)[C@@H]1[C@@H]2C(=O)N(c3ccc(F)cc3)C(=O)[C@@H]2C2c3ccccc3C=CN21 (stereo partly drawn) returned TAAR1 agonist 13 and TAAR1 antag -1.
Screening COc1ccc(CC(=O)NCC2CCN(C(=O)C(=O)c3cc4ccccc4o3)CC2)cc1 returned TAAR1 agonist 0 and TAAR1 antag -3.

Some of these compounds in order of length of the SMILES, falling.
Screening O=C(c1ccco1)[C@@H]1[C@@H]2C(=O)N(c3ccc(F)cc3)C(=O)[C@@H]2C2c3ccccc3C=CN21 (stereo partly drawn) returned TAAR1 agonist 13 and TAAR1 antag -1.
For C[C@@H]1C=CCCO[C@]12C(=O)N(Cc1ccccc1C(F)(F)F)c1ccccc12 the results were TAAR1 agonist 0 and TAAR1 antag -12.
Screening NC(=O)c1c(N)[nH]c(C(=O)c2ccccc2)c1-c1ccc2ccccc2c1 returned TAAR1 agonist 10 and TAAR1 antag -18.
